# Screens deposited in PubChem by National Center for Advancing Translational Sciences (NCATS).
# TSG101-PTAP inh = blocks PTAP/TSG101 interaction to inhibit HIV-1 budding; Fluorescence polarization, FITC-PTAP peptide / Tsg101 binding; Potency, µM (highest dose often 115 µM), inactives show top-dose activity change, negative = inhibition, most hits filed as inhibitors; 340,000 tested, under 10 active; active = well fitted inhibition curve with a large enough effect in the main read-out, with a control signal flat, not every such curve was filed as active; inconclusive = small, poorly fitted or top-dose-only effect, or effect the other way, or a change in a side signal; inactive = no such curve, though single readings can be large or run the other way; note: potency is the fitted concentration of half-maximal effect; % of control where 0% means no effect
#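 Tsg101 binding domain (10 uM final) was mixed with compound and a FITC-labeled PTAP peptide (50 nM final) in HEPES pH 7.5 buffer with NaCl, Tween 20, EDTA and TCEP; fluorescence polarization was read after 20 min at r.t.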
# BRCA1 expr act = activators of BRCA1 expression | MCF7-BRCA1-FFLuc reporter, luminescence, 48 h; response scale: scaled: vehicle 0%, 10 µM genistein 100% | Potency, µM (titrated, usually from 46.1 µM), for inactives: at the highest dose activation, usual class: activators | hit rate 1.1% among 380,000 | AID 624202; note: potency is the fitted concentration of half-maximal effect; nearly all actives have a fitted effect of over 80% in size; some results filed as inactive show a strong effect at the top dose
#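 48 h compound treatment of MCF7-BRCA1-FFLuc cells (phenol-red free MEM, 37 °C), then 15 min with luciferase substrate and luminescence imaging.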
# A-T KAP1 phos = candidate therapy for ataxia-telangiectasia; hit rate 0.19% among 320,000; […] A-T fibroblasts, KAP-1 phosphorylation AlphaLISA; neocarzinostatin DNA damage 30 min before lysis; Potency, µM (highest dose often 57.5 µM), inactives show at the highest dose activation, actives largely listed as activators; note: potency is the fitted concentration of half-maximal effect; % of control where 0% means no effect; nearly all actives have a fitted effect of over 45% in size
#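 hTERT-immortalized A-T patient fibroblasts ([…]), 500 cells/well in OPTI-MEM, 1% FBS, got compounds for 60 min, then NCS for 30 min at 37C. Lysates were then assayed for phospho-KAP-1 by AlphaLISA (anti-pKAP1 donor, anti-KAP1 acceptor beads), 6 hr at 25C.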
# ELG1 repair inh = ELG1-dependent DNA repair inhibition; hit rate 2.3% among 330,000; Potency, µM (doses to about 46.1 µM), inactives show at the top dose activity change, negative = inhibition, usual class: inhibitors; HEK293T ELG1-luciferase reporter, luminescence, 16 h; DNA damage induced by 5-fluorouridine; AID 504467; note: potency is the fitted concentration of half-maximal effect; % is set by controls: 0 for no effect and ±100 for the full control effect; nearly all actives have a fitted effect of over 55% in size
#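 5-Fluorouridine DNA damage + compound/DMSO, 2,000 cells/well, 16 h, 37 °C/5% CO2. ONE-Glo, 30 min RT, luminescence. Readout = decrease in reporter signal.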
# B2AR arrestin = agonists driving beta-arrestin recruitment to human beta2-adrenergic receptor. beta-arrestin recruitment to beta2AR, cell-based reporter. P07550. hit rate 0.02% among 330,000. Potency, µM (doses to about 46.1 µM), inactives show at the highest dose activation, most hits filed as activators;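 note: potency is the fitted concentration of half-maximal effect; 0% = DMSO controls and full agonism = EC100 isoproterenol or metaproterenol; nearly all actives have a fitted effect of over 65% in size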
# TRPV1 ag = agonists of human vanilloid receptor 1 (TRPV1); Q8NER1; TRPV1-expressing cells, Fluo-8 calcium influx, agonist mode; activation, % at 8.33 µM; hit rate 0.19% among 320,000; in the data active = activation above about 80%; inconclusive = between about 30% and that limit; note: 0% is about no effect
# Target sequence (Q8NER1 whole entry, looked up): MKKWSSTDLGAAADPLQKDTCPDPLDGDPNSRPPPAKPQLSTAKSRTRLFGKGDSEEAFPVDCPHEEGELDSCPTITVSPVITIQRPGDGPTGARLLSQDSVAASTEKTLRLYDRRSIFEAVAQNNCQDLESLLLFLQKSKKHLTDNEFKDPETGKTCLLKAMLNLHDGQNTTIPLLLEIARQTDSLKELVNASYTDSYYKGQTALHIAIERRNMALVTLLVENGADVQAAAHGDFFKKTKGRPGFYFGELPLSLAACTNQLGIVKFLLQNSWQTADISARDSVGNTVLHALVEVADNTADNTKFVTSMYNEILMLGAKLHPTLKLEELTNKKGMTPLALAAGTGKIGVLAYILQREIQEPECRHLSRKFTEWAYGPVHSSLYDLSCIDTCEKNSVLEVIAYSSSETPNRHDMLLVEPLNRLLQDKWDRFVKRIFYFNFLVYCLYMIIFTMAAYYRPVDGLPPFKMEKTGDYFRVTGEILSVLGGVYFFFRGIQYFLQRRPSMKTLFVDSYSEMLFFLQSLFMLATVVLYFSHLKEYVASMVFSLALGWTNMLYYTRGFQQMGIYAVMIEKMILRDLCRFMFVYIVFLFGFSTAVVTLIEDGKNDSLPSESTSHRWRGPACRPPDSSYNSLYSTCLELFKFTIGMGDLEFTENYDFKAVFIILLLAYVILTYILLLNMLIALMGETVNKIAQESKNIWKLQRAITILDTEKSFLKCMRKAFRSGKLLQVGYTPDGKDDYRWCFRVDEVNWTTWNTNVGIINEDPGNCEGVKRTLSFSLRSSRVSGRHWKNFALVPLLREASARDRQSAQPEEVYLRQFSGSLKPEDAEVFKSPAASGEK
#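 Cells expressing TRPV1 were dye-loaded with Fluo-8 and read kinetically: 10 s baseline, 3 min after compound (agonist portion), then 2 min after EC20 capsaicin (allosteric enhancer portion). Calcium-bound dye fluorescence at 480/520 nm.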
# TCR activator = activators of T cell receptors; primary human leukocytes, anti-CD3, IL-2 HTRF, 48 h; Potency, µM (titrated, usually from 9.22 µM), for inactives: at the top dose activation of IL-2 secretion, actives largely listed as activators; 330,000 tested, under 10 active; note: % of control where 0% means no effect
#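 IL-2 release read by HTRF sandwich (Eu cryptate donor, d2 acceptor, 665 nm emission) after 48 hr exposure of primary human leukocytes to compound together with anti-CD3 beads in the absence of co-stimulatory signals.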
# p53 reactivation = re-activators of mutant p53. H1299 p53-A138V BP100-luciferase reporter, luminescence, 24 h. Potency, µM (doses to about 92.2 µM), without a hit: at the top dose activity change, positive = activation, usual class: activators. hit rate 0.063% among 320,000; note: potency is the fitted concentration of half-maximal effect; % of control where 0% means no effect; nearly all actives have a fitted effect of over 45% in size
#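 p53-null H1299 cells stably carrying temperature-sensitive p53-A138V and a BP100-luciferase reporter were pinned with compounds (4-point, 1:5 series) and held 24 hrs at 37 deg C. Luminescence was read 10 min after detection reagent.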
# MLL CXXC-DNA inh = blocks binding of human MLL CXXC domain to DNA. Q03164. MLL-CXXC / FITC-HOXA9 DNA fluorescence polarization. Potency, µM (series often up to 115 µM), for inactives: top-dose activity change, negative = inhibition, usual class: inhibitors. hit rate 0.037% among 290,000. AID 2662; active = well fitted inhibition curve with a large enough effect in the polarisation, with a control signal flat, not every such curve was filed as active; inconclusive = small, poorly fitted or top-dose-only effect, or effect the other way, or a change in a side signal; inactive = no such curve, though single readings can be large or run the other way; the % refers to the polarisation; note: potency is the fitted concentration of half-maximal effect
#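 Steps: dispense CXXC domain solution (7 uM) → pin compounds or unlabeled HOX-A9 DNA control → 5 min ambient → add FLSN-HOX-A9 solution (50 nM) → spin → 30 min ambient → fluorescence polarization. Tris pH 7.5/NaCl/DTT/BSA buffer.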
# a7 integrin act = activates integrin-mediated alleviation for muscular dystrophy; alpha7betagal myoblasts, beta-gal FDG fluorescence, 48 h; Potency, µM (titrated, usually from 38.3 µM), for the others: at the highest dose activation, usual class: activators; hit rate 0.064% among 350,000;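 note: potency is the fitted concentration of half-maximal effect; 100% = response of the positive control SU9516; nearly all actives have a fitted effect of over 60% in size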
#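 alpha7betagal+/- myoblasts (passage 13, 250/well) treated 48 h at 37C with compounds at 1:260 dilution of DMSO stock. Lysed, then beta-galactosidase activity read as FDG fluorescence (ex 480/em 540) after 30 min, with pre-read for autofluorescence.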
# An asterisk follows results filed as active; ? = inconclusive; . = no result given; [ ] = remark or other dose. Unless noted, calls come from the whole dose curve; as a rule, active = well fitted curve in the direction sought with a large enough effect; inconclusive = small, poorly fitted or top-dose-only effect, or another doubt; inactive = no such curve, though single readings can be large; an effect the other way counts as inactive or inconclusive.
SMILES,TSG101-PTAP inh,BRCA1 expr act,A-T KAP1 phos,ELG1 repair inh,B2AR arrestin,TRPV1 ag,TCR activator,p53 reactivation,MLL CXXC-DNA inh,a7 integrin act
CN(NC(=O)Nc1ccccc1)c1cnn(C)c(=O)c1Cl,-6%,-24%,11%,4%,0.5%,.,-1%,-2%,3%,?
C=CCn1c(COC)nnc1SCC(=O)c1ccc(F)cc1,-4%,3%,11%,?,8.7%,.,1%,5%,11%,-13%
Cc1ccc(-c2n[nH]c(=O)c3ccccc23)cc1S(=O)(=O)N(C)CCO,-9%,-22%,0%,-7%,-0.1%,4,3%,-3%,?,-8%
CCOc1ccc(C(=O)NNC(=O)CN2C(=O)C3CC=CCC3C2=O)cc1OC (centres undefined),-2%,-2%,15%,20%,0.5%,.,3%,-1%,.,1%
Cc1cc(C(=O)CN2C(=O)NC3(CCCCC3C)C2=O)c(C)n1Cc1cccs1 (centres undefined),-2%,4.5µM*,-7%,?,-0.5%,-7,-1%[46.1 µM],?,-1%,4%
O=C(Nc1ccccc1F)c1ccccc1-c1ccccc1,-3%,-7%,-4%,-2%,-0.3%,0,-2%[46.1 µM],0%,-9%,20%
COc1coc(C(O)CN)cc1=O (centres undefined),0%,0%,13%,2%,-1.2%,2,1%[46.1 µM],10%,2%,13%
Cc1ccc(C2=C(CC(=O)O)C(=O)CC2)cc1,0%,-15%,5%,16%,-0.3%,3,3%[46.1 µM],-1%,0%,4.5µM*
Fc1cccc(/C=N/Nc2nc3ccccc3[nH]2)c1,-8%,4.5µM*,-2%,?,0.0%,24,-3%,-4%,0%,-14%
CC(NC(=O)c1ccc(NS(C)(=O)=O)cc1)c1ccccc1 (centres undefined),-2%,7%,2%,-1%,-1.7%,4,3%,-5%,-2%,8%
O=C1c2ccccc2-c2nc3ccccc3nc21,-7%,10%,3%,?,-0.2%,-4,0%,15%,-7%,-13%
Cc1ccc(OCC(=O)NNC(=O)c2cc3ccccc3o2)cc1C,-2%,3%,1%,0%,-0.7%,-1,.,8%,5%,9%
CCOC(=O)c1c(-c2ccc(C)cc2)csc1/N=C/N(C)C,-6%,-18%,1%,?,-0.9%,11,1%,0%,-4%,0%
COC(=O)Cc1ccc(NC(=S)N2CCC(Cc3ccccc3)CC2)cc1,-1%,15%,3%,1%,0.0%,7,0%,.,7%,-14%
CC(Sc1nn(-c2ccccc2)c(=S)s1)C(=O)NCC1CCCO1 (centres undefined),-5%,3%,4%,0%,0.0%,?,.,-4%,.,7%
CCc1cccc(CC)c1NC(=O)COC(=O)Cc1ccsc1,0%,-2%,0%,?,3.6%,7,-1%[46.1 µM],15%,10%,41%
CC(NC(=O)c1ccc(NC2=NC3CS(=O)(=O)CC3S2)cc1)c1ccccc1 (centres undefined),-2%,-17%,4%,-2%,0.4%,0,-1%,11%,.,-8%
Cc1c(OCC(=O)N[C@@H](Cc2c[nH]c3ccccc23)C(=O)O)ccc2c1oc(=O)c1ccccc12,-1%,2%,18%,12%,-0.2%,10,0%,12%,-21%,12%
Cc1cccc(NC(=O)c2ccc(NC(=O)CC3SC(N4CCCC4)=NC3=O)cc2)n1 (centres undefined),-3%,-19%,12%,?,0.3%,-4,-3%,4%,.,-2%
CCn1ccc(C(=O)N2CCOCC2)n1,-4%,3%,0%,4%,-0.1%,1,-3%,6%,11%,31%
CCc1nnc(NC(=O)CCc2c[nH]c3ccccc23)s1,-2%,0%,4%,-26%,-0.2%,5,3%,-2%,1%,-15%
Cc1nc2ccc(NC(=S)NCc3ccccc3)cc2nc1C,5%,?,3%,?,0.2%,24,0%,16%,2%,-17%
O=C1N/C(=C/c2cccn2-c2ccccc2)C(=O)N1c1cccc(Cl)c1,2%,-7%,0%,?,-0.7%,-3,1%[46.1 µM],?,7%,4%
CCC(c1nnc(SCC(=O)NCC2CCCO2)n1Cc1ccccc1)N(C)C (centres undefined),-7%,-14%,.,.,.,.,5%,.,.,-12%
NC(N)=N/N=C/c1cccc(Cl)c1Cl,-2%,-84%[inhibitor],0%,13%,-0.2%,-4,6%,-11%,4%,-65%[inhibitor]
CC(C)(C)C1=CC=C(C(C)(C)C)C(=O)C1=O,.,.,?,-2%,-0.1%,.,.,6%,-4%,.
NC(=O)c1nsc(C(=O)N(CC(=O)NC2CCCCC2)c2cccc(F)c2)c1N,1%,-24%,14%,-6%,-0.4%,9,-8%,-5%,2%,-8%
Cn1c(SCC(=O)NNC(=S)Nc2ccccc2)nnc1-c1ccncc1,.,.,17%,0%,-0.7%,-6,.,0%,-4%,.
O=C(O)c1ccc(-c2nc3scc(-c4ccccc4)c3c(=O)[nH]2)cc1,-9%,0%,0%,-3%,0.2%,0,3%,-5%,?,0%
CCN(CC)S(=O)(=O)c1cc(NC(=O)COC(=O)CCC(=O)c2ccc(F)cc2)ccc1C,0%,-1%,1%,6%,-1.6%,13,1%[46.1 µM],3%,7%,-10%
O=C(Cc1ccccc1)Nc1c(Cl)ccc2nsnc12,1%,-7%,-3%,?,0.8%,?,14%,-5%,-8%,17%
N#C/C(=C\c1cn(Cc2ccccc2)c2ccccc12)C(=O)NCc1ccco1,-2%,-15%,-1%,7%,0.1%,?,1%[46.1 µM],-9%,12%,0%
Cc1ccc2nc(C3CCCN(C(=S)Nc4cccc(C)c4C)C3)[nH]c2c1 (centres undefined),-7%,-81%,-4%,?,-0.2%,3,-2%,-7%,-3%,-20%
CN(CC(=O)NCCC1=CCCCC1)S(=O)(=O)c1ccc2c(c1)c(=O)n(C)c(=O)n2C,2%,-15%,12%,?,-0.6%,5,-2%,-1%,-9%,-12%
COc1ccc(-c2onc(C)c2-c2cscn2)c(O)c1,2%,3%,-6%,-17%,-1.0%,2,-17%,-1%,1%,9%
Cc1ccc(NC2=C/C(=N/S(=O)(=O)c3cccs3)c3ccccc3C2=O)cc1C,0%,-25%,11%,?,-0.8%,5,0%[46.1 µM],-2%,13%,7%
O=C1NC(=O)/C(=C\c2ccc(Oc3cnccn3)cc2)S1,2%,81%,-5%,?,-0.7%,0,-5%,11%,-24%,-33%
CCOC(=O)C1CCCN(C(=O)c2cnn3c(C(F)(F)F)cc(-c4ccccc4)nc23)C1 (centres undefined),-6%,9%,-7%,-18%,-0.9%,2,0%,-5%,-3%,-1%
CCOC(=O)c1nnn(-c2nonc2N)c1-c1ccccc1,-3%,2%,6%,?,-0.2%,1,7%,-4%,0%,8%
Cc1noc(C)c1C(=O)NC(Cc1c[nH]c2ccccc12)C(=O)O (centres undefined),-2%,-16%,-15%,?,-1.0%,.,-1%[46.1 µM],4%,.,-23%
C=CCn1c(SCc2ccc(F)cc2)nc2c1c(=O)[nH]c(=O)n2C,-1%,0%,1%,-1%,-0.7%,1,-5%,1%,7%,-56%[inhibitor]
O=C(O)CCC(=O)Nc1ccc(Br)cc1C(=O)c1ccc(Cl)cc1,-1%,4%,1%,-1%,-0.9%,2,-1%,0%,-7%,-4%
Cc1cc2c3c(c1)C(C)CC(C)(C)N3C(=O)C2=C(C#N)C#N (centres undefined),-1%,-18%,18%,-11%,-0.6%,-1,-5%,4%,-2%,-26%
CC1(C)Cc2c(sc3nc4n(c(=O)c23)CCC4)CO1,-2%,0%,0%,17%,-0.2%,2,-66%,11%,-2%,7%
CC(=O)NC(Cc1ccccc1F)C(=O)NC1CCN(c2ncccc2[N+](=O)[O-])CC1 (centres undefined),-9%,2%,5%,4%,3.7%,-6,-2%,-2%,-2%,-16%
C=CCNC(=S)NNc1nc2c(c(=O)[nH]1)C1(CCCC1)Cc1ccccc1-2,-1%,-6%,-2%,-5%,2.5%,2,-2%[46.1 µM],-7%,4%,3%
COc1cccc(NC(=S)N(Cc2ccccn2)Cc2ccccc2Cl)c1,0%,3%,7%,?,-0.9%,11,-4%,0%,6%,-24%
CCCCOc1ccc(/C=N/NC(=O)c2csc(C)c2C)cc1,55%[activator],-24%,8%,?,-0.2%,?,3%,2%,0%,-38%
Cc1nnc(NC(=O)CSc2nc3ccccc3o2)s1,6%,1%,-3%,?,-0.4%,2,0%[46.1 µM],-4%,6%,13%
